# Screens (PubChem)
# Bcl-W Bim block: disrupts Bim peptide binding to human Bcl-W. Q92843. bead-based flow cytometry. inhibition, % at 10 µM. 190,000 tested, 0.02% active. AID 952;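 note: 0% = bound tracer without compound and 100% = peptide blocker; higher means less fluorescent Bim peptide bound to Bcl-W beads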
# Target sequence (Q92843 whole entry, looked up): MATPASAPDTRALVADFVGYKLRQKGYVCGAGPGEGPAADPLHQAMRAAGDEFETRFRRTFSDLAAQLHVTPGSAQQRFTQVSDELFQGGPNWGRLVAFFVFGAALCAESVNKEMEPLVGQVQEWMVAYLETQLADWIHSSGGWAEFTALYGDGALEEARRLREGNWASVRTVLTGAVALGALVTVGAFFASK
# GSH bead fluor: compound fluoresces at 488/530 nm on GSH beads; GSH beads flow cytometry, compound fluorescence 488/530 nm; active compounds read high; fluorescence (KMESF) at 10 µM; 190,000 tested, 0.25% active; in the data active = fluorescence above about 89;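 note: glutathione beads carrying GST-tagged Bcl family fusion proteins plus one bare bead set; values are compound well signal with DMSO vehicle wells as background; inactives centre near 16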
# Bcl-XL Bim block: inhibitors of Bim-Bcl-XL interaction, human; inhibition, % at 10 µM; 190,000 tested, 0.04% active; Q07817; Bim peptide-Bcl-XL binding, bead flow cytometry, fluorescence
# Target sequence (Q07817 whole entry, looked up): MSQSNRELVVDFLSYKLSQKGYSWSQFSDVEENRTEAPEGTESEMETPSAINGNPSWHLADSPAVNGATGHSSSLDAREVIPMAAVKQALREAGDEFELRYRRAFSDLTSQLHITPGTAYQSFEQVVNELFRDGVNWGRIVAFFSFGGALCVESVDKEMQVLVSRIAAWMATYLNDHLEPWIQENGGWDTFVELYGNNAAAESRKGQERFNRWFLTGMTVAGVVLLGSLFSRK
# Bfl-1 Bim block: human Bim-Bfl-1 interaction inhibition; Q16548; Bead-based flow cytometry, Bim-Bfl-1 binding inhibition; inhibition, % at 10 µM; 190,000 tested, 0.12% active;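 note: 0% = wells without compound plus tracer and 100% = blocker peptide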
# Bcl-B Bim block: human Bim-Bcl-B interaction inhibition | Q9HD36 | bead-based flow cytometry, Bim peptide-Bcl-B binding | inhibition, % at 10 µM | 190,000 tested, 0.073% active;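 note: 0% = tracer peptide without compound and 100% = reference inhibitor peptide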
# Target sequence (Q9HD36 whole entry, looked up): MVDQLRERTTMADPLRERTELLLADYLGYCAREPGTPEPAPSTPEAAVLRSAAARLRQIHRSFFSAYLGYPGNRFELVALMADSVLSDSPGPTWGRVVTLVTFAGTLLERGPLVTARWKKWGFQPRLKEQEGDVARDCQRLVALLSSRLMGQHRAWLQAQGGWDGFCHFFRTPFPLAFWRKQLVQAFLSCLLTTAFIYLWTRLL
# ABCG2 block: human ABCG2 inhibition, ABCB1 as counter-screen; Q9UNQ0; IgMXP3 cells, JC-1 efflux, flow cytometry; inhibition, % at 6.6 µM; 190,000 tested, 0.1% active;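 active = inhibition above 80%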;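 note: 0% = DMSO and 100% = nicardipine control wells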
#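 Test system: IgMXP3 (ABCG2) plus far-red-tagged CCRF-Adr (ABCB1) cells. Reagent: JC-1 dye as substrate. Timing: 10 min exposure at 25 °C with rotation, no wash. Measured by: flow cytometric JC-1 green MFI at 530 nm. Read-out: percent efflux inhibition, scaled nicardipine 100% to DMSO 0%. Control set: nicardipine and DMSO wells.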
# RGS4-Gao reg: human RGS4-Galphao interaction regulation; Multiplexed bead flow cytometry, RGS4-Galphao binding; actives lie on both sides; binding response (% of control), % at 10 µM; 220,000 tested, 0.33% active; AID 1415; in the data active = binding response below about 49% or above about 150%; inactive = in between;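 note: fluorescent Galphao activated with aluminum fluoride binding bead-coupled RGS4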
# Bim-Bcl-2: human Bim-Bcl-2 interaction inhibition; Bead-based flow cytometry, Bim peptide-Bcl-2 binding; 190,000 tested, 0.06% active; P10415; inhibition, % at 10 µM; AID 950; in the data active = inhibition above about 40%; inconclusive = no clear call, values can overlap the other calls;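 note: 0% = no compound wells with probe peptide and 100% = reference peptide inhibitor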
# Target sequence (P10415 whole entry, looked up): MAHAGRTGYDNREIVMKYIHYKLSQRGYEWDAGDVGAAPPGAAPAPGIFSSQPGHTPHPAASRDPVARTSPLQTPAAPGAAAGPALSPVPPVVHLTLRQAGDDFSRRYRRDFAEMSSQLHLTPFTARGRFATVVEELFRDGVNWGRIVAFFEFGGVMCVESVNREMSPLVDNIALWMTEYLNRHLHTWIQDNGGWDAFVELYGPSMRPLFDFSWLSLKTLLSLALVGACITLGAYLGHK
# RGS7-Gao: human RGS7-Galphao interaction regulation | 220,000 tested, 0.35% active | AID 1439 | binding response (% of control), % at 10 µM | P09471 | Multiplexed bead flow cytometry, RGS7-Galphao binding; actives lie on both sides; in the data active = binding response below about 49% or above about 150%; inconclusive = no clear call, values can overlap the other calls; inactive = in between;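 note: fluorescent Galphao held in activated GDP-AlF4 state binding bead-coupled RGS7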
# ABCB1 block: inhibitors of human ABCB1 transporter, ABCG2 counter-screen; P08183; CCRF-Adr cells, JC-1 efflux, flow cytometry; inhibition, % at 6.6 µM; 190,000 tested, 0.067% active; AID 1326; in the data active = inhibition above about 40%;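 note: 0% = vehicle and 100% = reference inhibitor; higher value means more JC-1 retained so stronger ABCB1 efflux block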
# RGS8-Gao: regulators of human RGS8-Galphao interaction | response (percent of control binding), % at 10 µM | multiplexed bead flow cytometry, RGS8-Galphao binding; actives lie on both sides | AID 1423 | 220,000 tested, 0.34% active; in the data active = response below about 60% or above about 140%; inactive = in between;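 note: Galphao activated as the GDP aluminium fluoride complex binding bead-coupled RGS8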
# Active calls of the source: *; u = inconclusive; x = not tested or not shown. Cut-off read from the data, not from the text of the source, unless noted: active = inhibition above about 40%. These rows are one share of the data; count on the stated rates, not on these rows.
no.	SMILES	Bcl-W Bim block	GSH bead fluor	Bcl-XL Bim block	Bfl-1 Bim block	Bcl-B Bim block	ABCG2 block	RGS4-Gao reg	Bim-Bcl-2	RGS7-Gao	ABCB1 block	RGS8-Gao
1	CN1CCC2(CC1)CC(NC=O)c1ccccc1O2 (centres undefined)	0	24	-1	-7	0	4	104	2	122	0.7	100
2	CCOC(=O)c1[nH]c(C)c(C(=O)N2CCC3(CC2)OCCO3)c1C	x	73	x	x	x	-1	103	u	104	0.2	105
3	C=CP(=O)(O)c1ccccc1	0	9	-4	-3	-1	0	85	0	87	0.2	95
4	CC12CCC3C(CCC4C/C(=N/O)CCC43C)C1CCC2O (centres undefined)	-9	21	-14	-16	-13	5	100	-3	100	0.1	101
5	CCOC(=O)C1=C(N)OC2=C(C(=O)CCC2)C12C(=O)N1c3c(ccc(C)c32)C(C)=CC1(C)C (centres undefined)	-1	19	-1	-16	-4	17	101	-9	96	8.8	100
6	CN(C)c1ccc(P(=S)(N(C)C)N(C)C)cc1	-1	9	-2	-2	-2	1	108	0	95	0.4	92
7	C=C(CO)CC1CC(O)[C@]2(C)OC3CC4OC5C[C@]6(C)O[C@]7(C)CCC8OC9C[C@]%10(C)OC%11C(C)=CC(=O)OC%11CC%10OC9C[C@@H](C)C8OC7CC6O[C@]5(C)C/C=C\C4OC3CC2O1 (some centres undefined)	0	20	-3	-3	-6	3	104	-3	106	11	105
8	C#CCN1CCN(c2ccc(F)cc2)CC1	-2	19	0	-4	-1	4	100	-2	101	0.2	98
9	CN1CCN(c2ccc([N+](=O)[O-])c(N3CCCCC3)c2)CC1	-3	13	-6	-7	-8	3	100	-5	102	1.6	100
10	NCC(CC(=O)O)C1CCCCC1 (centres undefined)	0	11	-1	0	1	2	118	3	115	0.6	108
11	CCCCCn1c(=O)c(C(=O)Nc2ccccc2S(N)(=O)=O)c(O)c2ccccc21	0	12	-1	-2	0	1	102	1	99	1.0	104
12	Clc1ccc2c(c1)C(OC1CN3CCC1CC3)c1ccccc1CS2 (centres undefined)	-6	11	-8	-14	-12	4	108	-6	109	0.5	106

# Reprinted at random: 2 entries already listed.
no.	SMILES	Bcl-W Bim block	GSH bead fluor	Bcl-XL Bim block	Bfl-1 Bim block	Bcl-B Bim block	ABCG2 block	RGS4-Gao reg	Bim-Bcl-2	RGS7-Gao	ABCB1 block	RGS8-Gao
6	CN(C)c1ccc(P(=S)(N(C)C)N(C)C)cc1	-1	9	-2	-2	-2	1	108	0	95	0.4	92
9	CN1CCN(c2ccc([N+](=O)[O-])c(N3CCCCC3)c2)CC1	-3	13	-6	-7	-8	3	100	-5	102	1.6	100

# Other results:
no.	SMILES	Bcl-W Bim block	GSH bead fluor	Bcl-XL Bim block	Bfl-1 Bim block	Bcl-B Bim block	ABCG2 block	RGS4-Gao reg	Bim-Bcl-2	RGS7-Gao	ABCB1 block	RGS8-Gao
13	CCOC(=O)C1=CC(=C2C(=O)N(CC)C(=S)N(CC)C2=O)c2ccccc2O1	5	21	-1	-1	-5	8	102	1	102	0.2	100
14	O=C1CC(C(=O)N2CCC3(CC2)OCCO3)CN1CCc1ccccc1 (centres undefined)	0	47	-10	-11	-5	4	105	-5	100	0.3	103
15	Cc1cc(C)n2nc(C)[n+](C)c2n1	-2	8	-1	0	0	0	103	1	102	0.2	104
16	C1=C(CCNCc2ccccc2)CCCC1	2	41	-4	-11	-9	-1	96	-10	97	-0.1	98
17	CN1CCN(Cc2nc3ccccc3c(=O)[nH]2)CC1	0	14	-1	-6	-4	1	107	-5	104	0.1	105
18	CC(=O)c1ccc2c(c1)OCO2	1	17	1	5	0	1	98	0	101	0.6	107
19	Cc1cc(C)cc(N2C(=O)NC(=O)/C(=C/c3cccn3-c3ccc(Cl)cc3)C2=O)c1	-1	9	0	-6	-5	-7	115	-8	106	-0.7	128
20	Cc1ccc(N2C(=O)NC(=O)C(CCc3ccccn3)(Cc3ccc(F)cc3)C2=O)cc1 (centres undefined)	0	12	-4	-5	-6	-1	97	-5	104	-0.1	111
21	NNC(=O)c1ccc(Cl)cc1	-2	16	-5	-18	-6	2	99	-8	98	0.3	100
22	Clc1ccc(N2CCNCC2)nn1	-2	9	-4	-8	-4	0	101	-6	106	-0.2	103
23	COc1ccc(-c2nc(CS(=O)CC(=O)N3CCC4(CC3)OCCO4)c(C)o2)cc1 (centres undefined)	-1	15	-8	0	0	-1	99	0	103	0.2	103
24	CCC(=Nc1ccc(OC)cc1OC)c1c(O)[nH]c(=O)[nH]c1=O	0	20	-4	-6	-7	3	92	-4	93	0.4	95
25	CC(C)n1c(=O)c(C=Nc2ccc(Cl)cc2)c(O)n(Cc2ccco2)c1=O	0	11	1	-2	5	-8	88	1	91	-1.0	102
26	CCOC(=O)c1cc(C(O)(C(=O)OC)C(F)(F)F)c(/N=C/N(C)C)o1 (centres undefined)	1	38	-4	-9	-8	3	98	-5	98	0.3	100
27	CCC(=NCCO)c1c(O)n(-c2ccc(Cl)cc2)c(=O)[nH]c1=O	-1	25	-3	-11	-9	1	101	-8	100	0.3	102
28	CCCNC(=O)c1c(N)n(Cc2ccco2)c2nc3ccccc3nc12	6	16	0	-2	-4	2	83	1	98	0.5	88
29	COc1ccccc1N1CCN(Cc2c(F)cccc2F)CC1	0	21	5	-14	-8	5	104	-5	99	0.8	101
30	FC(F)(F)c1ccc2c(c1)NP(=S)(N1CCOCC1)c1nccn1-2 (centres undefined)	0	6	-1	0	0	2	94	2	101	0.5	99
31	Cc1ccc(N2C(=O)NC(=O)/C(=C/C=C/c3ccco3)C2=O)cc1	-6	10	-10	0	-7	3	96	-4	94	-1.0	93
32	C/C(=N/OC(=O)N(C)C)c1ncc(C(F)(F)F)cc1N1CCOCC1	-3	33	-4	-3	0	x	106	-4	106	1.1	119
33	CC1=CC(=C2C(=O)NC(=S)NC2=O)C=C(C(F)(F)F)N1Cc1ccccc1	-3	15	0	-5	-6	4	103	-3	102	0.8	101
34	Cc1ccc2c(c1)=C/C(=C\c1c(O)[nH]c(=O)[nH]c1=O)C(=O)N=2	-2	14	-7	-10	-7	-7	102	-5	94	-0.8	101
35	CN1CCN(c2ccc(S(=O)(=O)C(F)(F)F)cc2[N+](=O)[O-])CC1	-6	11	-6	-2	-4	8	103	-5	106	0.5	103
36	O=C(CN1CCCC1=O)NCCc1ccccc1	-1	14	0	-5	1	1	98	-4	96	0.3	102
37	O=C(c1ccccc1F)c1cn(Cc2ccccc2)c2ccccc12	-3	27	-2	-2	-3	6	99	-3	100	1.1	101
38	CN1CCN(c2ncnc3nc[nH]c23)CC1	0	11	-2	-8	-3	2	100	-3	102	0.5	103
39	O=C(Nc1ccccc1OC(=O)N1CCCCC1)N1CCCCC1	3	15	4	3	0	3	78	5	75	0.7	89
40	COc1cc(OC)c(C=O)c(OC(=O)N(C)C)c1	2	12	-1	-5	-1	7	102	0	103	0.1	103
41	Cc1nn(C2CCOC(C)(C)C2)c2c1C(c1ccc(OC(C)C)cc1)SCC(=O)N2 (centres undefined)	-1	10	0	-4	0	1	100	-1	102	0.7	104
42	CCCCCn1c(N)c(C(=O)NCc2cccs2)c2nc3ccccc3nc21	-2	22	9	6	-44	4	100	9	99	0.9	102
43	CC1(C)NCCN2C(=O)CSC21 (centres undefined)	-3	10	-2	-4	-2	2	89	-4	100	0.6	93
44	NC(Cc1ccccc1)Cc1ccccc1	-1	64	-4	-12	-7	1	101	-4	101	0.0	106
45	COc1ccc2c(c1)CC1(CN2C)C(=O)NC(=O)N(CCc2ccccc2)C1=O (centres undefined)	0	27	-2	-2	-7	2	108	-4	107	1.0	106
46	O=P(C(=Nc1ccc(Cl)cc1)N1CCOCC1)(N1CCOCC1)N1CCOCC1	3	21	-5	-1	0	3	105	4	103	1.3	109
47	O=C(OCC(=O)c1ccc([N+](=O)[O-])cc1)/C(=C\c1ccc(Cl)cc1)NC(=O)c1ccccc1	-1	15	-2	-2	-6	-2	99	-2	101	-0.5	98
48	N=C1c2ccccc2CN1NC(=O)c1ccc(Br)cc1	-2	16	-5	0	-7	3	101	-3	99	0.8	103
49	CC(c1ccccc1)n1cncc1C(=O)O (centres undefined)	-3	11	-3	0	-4	1	97	-2	94	0.6	99
50	Fc1ccccc1CCNCc1cccc2ccccc12	-3	11	-6	-14	-5	18	94	-10	99	3.5	105
51	CC(=O)N1N=C2C3CCN(CC3)C2C1c1cccc2ccccc12 (centres undefined)	0	17	-1	0	0	1	97	0	104	0.0	108
52	Cc1nn(Cc2c(Cl)cccc2Cl)c(Cl)c1C(=O)O	1	11	0	-2	-2	3	102	2	u	0.7	102
53	CCCCCCN1CCN(c2ccc(Cl)cc2)CC1	0	17	-1	6	0	1	103	2	u	-0.2	104
54	COP(=O)(OC)C(NC(=O)C(C)(C)C)=C(Cl)Cl	-6	17	-6	-4	-5	0	107	-7	107	-0.1	108
55	NC(=O)CSP(=O)(c1ccccc1)c1ccccc1	-1	31	-5	-8	-11	0	69	-7	72	0.1	84
56	CC(C)C(=O)Nc1ccc(S(=O)(=O)N2CC3CC(C2)c2cccc(=O)n2C3)cc1 (centres undefined)	-4	31	-1	-5	-2	4	95	0	99	1.6	102
57	CC1CCCCN1C(=O)c1ccc(N2CC3CC(C2)c2cccc(=O)n2C3)c([N+](=O)[O-])c1 (centres undefined)	-3	9	-5	-5	-1	0	103	0	107	x	106
58	COc1cc2c(cc1OC)-c1c(OC)c(OC)cc3c1C(C2)N(C)CC3 (centres undefined)	-2	22	-2	-3	-5	2	103	-7	102	0.9	103
59	Cc1ccc(CN2CCN(CC(=O)N3CCC4(CC3)OCCO4)C2=O)cc1	2	44	4	-11	-6	0	101	-8	99	0.1	102
60	CCc1ccccc1N1C(=O)CC(=O)NC1=O	0	10	0	-2	0	0	101	-2	102	-0.4	105
61	CC1CC2(O)c3no[n+]([O-])c3CCC2N1O (centres undefined)	-3	12	-3	-17	-6	1	99	-5	99	0.4	103
62	CC(=NCCN1CCCCC1)c1c(O)n(-c2ccc(Cl)cc2)c(=O)[nH]c1=O	-1	17	-5	-4	-3	0	101	-2	101	0.3	107
63	CC(C)c1ccc(N2C(=O)NC(=O)/C(=C\C=C\c3ccco3)C2=O)cc1	2	13	2	-3	1	-3	105	0	101	0.3	103
64	COc1ccc(Cn2c(O)c(/C=N/NC(=O)c3ccccc3O)c(=O)[nH]c2=O)cc1	2	10	0	1	0	-12	99	1	98	-4.8	100
65	CCN(CC)C(=O)c1ccc(NC(=O)c2cccc(F)c2)cc1	2	42	-11	-9	-34	11	101	-18	103	0.0	100
66	C#CC(CC)(CC)NC(=O)Nc1ccc(OCC)cc1	-2	14	0	-2	-1	7	98	1	91	0.3	101
67	CCCC(C)C(=O)NC1CCSC1=O (centres undefined)	-2	32	-4	-13	-3	-1	100	-6	99	-0.7	100
68	Cn1c(O)c(C(=O)c2ccccc2)c(=O)n(C)c1=O	-3	8	3	-4	-3	-1	99	-1	95	-0.3	100
69	Cc1nn(Cc2ccccc2)c(Cl)c1C(=O)O	-3	12	-4	-7	-2	0	97	-2	u	-0.3	99
70	CCN(CC)CCCN=Cc1c(O)n(-c2ccccc2F)c(=O)[nH]c1=O	-1	25	-2	-5	-4	0	106	-9	101	0.3	105
